NPY2 pot ag = NPY-Y2 potentiators or agonists, primary screen, cell-based; cells expressing NPY-Y2, potentiator/agonist read-out; activation, % at 3.6 µM; 220,000 compounds, 0.45% hits; in the data active means activation above about 27%;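 further: cells stimulated with NPY near EC25 plus isoproterenol at EC100; 0% = vehicle plus submaximal agonist and 100% = vehicle plus saturating agonist; some results beyond the cut were filed as inactive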
eIF4E-4G inh = eIF4E–eIF4G protein interaction inhibitors, primary screen, biochemical, uHTS, TR-FRET, eIF4GI fragment. AID 782, 2007. TR-FRET eIF4E-eIF4GI(517-606) binding, 2 h. Eukaryotic translation initiation factor 4E (Mus musculus) + Eukaryotic translation …. inhibition, % at 21.7 µM. 220,000 compounds, 0.37% hits;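 active means inhibition above about 30%, limit read from the data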;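 further: 0% = full FRET control wells and 100% = background wells lacking eIF4GI fragment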
S1P4 ag = S1P4 receptor agonists, primary screen, cell-based; S1P4-expressing cell line, agonist reporter assay; AID 1509, 2009; 220,000 compounds, 0.35% hits; Sphingosine 1-phosphate receptor 4 (Homo sapiens), O95977; activation, % at 4.98 µM; in the data active means activation above about 11%;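 further: 0% = DMSO vehicle and 100% = reference agonist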
Target sequence (O95977 whole entry, looked up): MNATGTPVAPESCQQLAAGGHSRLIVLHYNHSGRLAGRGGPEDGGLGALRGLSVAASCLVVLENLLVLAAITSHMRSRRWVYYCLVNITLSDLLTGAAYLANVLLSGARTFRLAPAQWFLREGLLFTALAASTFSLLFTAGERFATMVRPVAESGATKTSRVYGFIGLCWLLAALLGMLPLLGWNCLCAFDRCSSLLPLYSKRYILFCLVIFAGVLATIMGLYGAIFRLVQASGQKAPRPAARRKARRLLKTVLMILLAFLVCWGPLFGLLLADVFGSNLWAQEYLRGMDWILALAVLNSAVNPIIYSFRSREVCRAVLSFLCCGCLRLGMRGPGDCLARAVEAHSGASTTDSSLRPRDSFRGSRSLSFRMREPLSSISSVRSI
EP2 antag = human EP2 receptor antagonists, primary screen, TR-FRET cAMP, C6 glioma cells. Prostaglandin E2 receptor EP2 subtype (Homo sapiens), P43116. C6 glioma cells expressing human EP2; cells stimulated with saturating PGE2. inhibition, % at 25 µM. 260,000 compounds, 0.52% hits. AID 1422, 2008;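 active means percent inhibition above 40 after rounding to a whole number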;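 further: rat C6 glioma host cells with rolipram phosphodiesterase inhibitor present; the protocol text gives 20 µM as final concentration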
Target sequence (P43116 whole entry, looked up): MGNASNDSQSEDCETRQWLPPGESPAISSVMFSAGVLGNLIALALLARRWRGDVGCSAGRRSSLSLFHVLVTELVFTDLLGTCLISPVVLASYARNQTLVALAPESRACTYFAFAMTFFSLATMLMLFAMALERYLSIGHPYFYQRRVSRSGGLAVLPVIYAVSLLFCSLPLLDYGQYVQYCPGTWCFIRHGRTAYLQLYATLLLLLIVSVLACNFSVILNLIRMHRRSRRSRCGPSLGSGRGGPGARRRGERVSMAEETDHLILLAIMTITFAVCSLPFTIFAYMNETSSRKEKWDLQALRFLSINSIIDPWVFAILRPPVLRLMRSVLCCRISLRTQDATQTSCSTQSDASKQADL
NPY1 pot ag = NPY-Y1 receptor potentiators or agonists, primary screen, cell-based | NPY-Y1 expressing cells, potentiator/agonist activation | activation, % at 3.6 µM | AID 1304, 2008 | 220,000 compounds, 0.37% hits; in the data active means activation above about 33%, passing the limit was not always enough;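 further: cells stimulated with NPY at EC10 then isoproterenol at EC100; 0% = low agonist plus stimulus and 100% = saturating agonist plus stimulus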
EP2 modulator = EP2 receptor modulators, cAMP readout, primary screen, cell-based, HTRF cAMP, PGE2 stimulation | 260,000 compounds, 0.83% hits | induction, % at 25 µM | EP2-expressing cells, cAMP HTRF FRET, PGE2 co-stimulation | AID 940, 2007;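 active means compounds whose cAMP rise, as percent of the full-agonist control response, exceeds 60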;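 further: rat C6 glioma line stably carrying human EP2 under a CMV promoter; the protocol text gives 20 µM as final concentration; 100% = response of wells given 1 µM PGE2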
S1P4 antagonist = S1P4 receptor antagonists, primary screen, cell-based | 220,000 compounds, 0.26% hits | inhibition, % at 4.98 µM | S1P4-expressing cells, antagonist mode, reporter read-out | Sphingosine 1-phosphate receptor 4 (Homo sapiens), O95977 | AID 1510, 2009; in the data active means inhibition above about 29%;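 further: 0% = wells stimulated with agonist and 100% = vehicle wells without agonist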
p97 inhibitor = inhibitors of human p97 ATPase, primary screen, biochemical; recombinant p97 ATPase, Kinase-Glo ATP luminescence, 3 h; AID 1481, 2009; inhibition, % at 8 µM; Transitional endoplasmic reticulum ATPase (Homo sapiens), P55072; 220,000 compounds, 0.42% hits; in the data active means inhibition above about 15%;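 further: 0% = DMSO vehicle and 100% = wells lacking enzyme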
NPY-Y1 antag = NPY-Y1 receptor antagonists, primary screen, cell-based | Neuropeptide Y receptor type 1 (Homo sapiens), P25929 | HEK293-CNG Y1 cells, membrane potential fluorescence; NPY at EC95, then isoproterenol | inhibition, % at 3.6 µM | 200,000 compounds, 1% hits | AID 1040, 2008;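 active means inhibition above the campaign mean inhibition of all tested compounds plus 3 SD, cut at about 20% in these data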;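 further: 0% = DMSO wells given NPY plus isoproterenol and 100% = isoproterenol alone without NPY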
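Benchmarks – high control isoproterenol alone, low control NPY with isoproterenol · Material – HEK293 Y1/CNG channel cell line · Times – dye 3 h, compound 60 min room temperature, stimulation 45 min · Probe or stimulus – NPY (25 nM), isoproterenol (1 µM), Ro 20-1724 (25 µM) · Evaluation – % inhibition of NPY effect · Signal – fluorescence, membrane potential probe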
An asterisk follows results filed as active; x = no result given; [ ] = remark or other dose. The list is partial; the hit share may differ from the screen's.

SMILES	NPY2 pot ag	eIF4E-4G inh	S1P4 ag	EP2 antag	NPY1 pot ag	EP2 modulator	S1P4 antagonist	p97 inhibitor	NPY-Y1 antag
Cc1nn(Cc2ccc(C(=O)O)o2)c(C)c1[N+](=O)[O-]	7	5	0.1	10	1	18	-10	5	0
CN1C(=O)CC(C(=O)Nc2ccc(F)cc2)SC1=Nc1ccc2c(c1)OCO2 (configuration not stated)	-4	-1	-0.5	18	-4	-26	-16	0	-2
C/C(=N\NS(=O)(=O)c1ccc([N+](=O)[O-])cc1)c1ccc(NC(=O)c2ccco2)cc1	-1	-6	-1.6	5	-1	16	-10	0	1
CCN(CC)CCNC(=O)/C(=C/c1cn(C)c2ccccc12)NC(=O)c1ccc(OC)c(OC)c1	6	1	0.2	14	3	-23	2	1	x
CCc1nnc(NC(=O)CSc2nnc(CNC(=O)c3ccc(OC)c(OC)c3)o2)s1	-13	-3	2.7	4	-19	25	12	-1	1
CCOC(=O)Cc1csc(NC(=S)NC(=O)C(C)(C)C)n1	1	5	0.6	8	5	3	-16	-2	-4
COc1cc(OC)c(CN2CCC(CO)(CCOc3ccccc3)CC2)c(OC)c1	-22	-7	0.4	8	-26	-15	0	-5	20
Cc1ccc(N2C(=O)C(NC(=O)c3c(F)cccc3F)(C(F)(F)F)C3=C2CC(C)(C)CC3=O)cc1 (configuration not stated)	15	2	-2.2	16	7	44	-20	9	-1
CCCn1c(=O)[nH]c(=O)c2c1nc(-c1ccc(OC)c(Br)c1)n2CCOC	-6	2	-0.7	16	-10	-8	-8	1	-5
Cn1c(CNC(=O)c2ccccc2)nnc1SCC(=O)N1CCN(c2ccccc2)CC1	24	3	0.0	11	-14	-7	-18	2	-7
Clc1nc(Cl)nc(-c2cn(-c3ccccc3)c3ccccc23)n1	-9	1	1.1	15	-12	-36	6	1	x
COc1ccc(Br)cc1C(=O)Nc1ccc(NC(=O)c2ccco2)cc1	-2	-20	1.6	10	-22	-6	18	4	5
CN(C1CCS(=O)(=O)C1)S(=O)(=O)c1ccc(N2CCCC2=O)cc1 (configuration not stated)	-6	-4	1.3	6	5	11	-21	-6	7
NC(=O)c1cccnc1Oc1cccc(Cl)c1	-11	-14	1.1	19	-17	3	-21	-5	4
O=Cc1cn(-c2ccccc2)nc1-c1cc2c(ccc3ccccc32)oc1=O	-1	-36	3.0	x	-2	26	14	8	3
Cc1onc(-c2ccccc2Cl)c1C(=O)NCc1nc(-c2ccccc2)no1	2	1	0.0	11	2	2	-4	0	1
O=C1c2ccccc2C(=O)N1c1cccc(-c2nc3ccccc3o2)c1	-3	-53	0.7	13	3	28	7	4	5
COc1cc(/C=N/Nc2nc3ccccc3[nH]2)cc(OC)c1O	7	5	0.2	11	5	-47	-20	8	7
Cc1ccc(-c2nn(C)c(=O)c3ccccc23)cc1CNC(=O)CSc1nc2ccccc2o1	8	1	1.8	9	-14	13	-18	-5	6
CCOC(=O)c1[nH]cnc1C(=O)Nc1ccc(Cl)cc1	14	1	0.7	16	31	-46	-15	0	-2
O=C(Nc1cccnc1)c1ccc(NS(=O)(=O)c2cccc([N+](=O)[O-])c2)cc1	-1	-4	-2.8	6	-3	30	7	4	-5
O=C(/C=C/c1ccc([N+](=O)[O-])cc1)N(c1ccccn1)C1CCCCC1	-11	0	1.4	6	10	21	-6	2	3
CN(C(=O)Nc1ccc(Cl)cc1)n1cnc2ccccc2c1=O	11	-1	0.7	5	-4	-36	1	8	x
COc1ccccc1C(CC(=O)Nc1ccccc1C)c1ccc(OC(C)C)cc1 (configuration not stated)	-2	-2	0.1	4	11	11	-4	5	2
CCOCc1nnc(NC(=O)COC)s1	-6	-5	0.9	2	1	3	-11	-3	1
COc1ccc(NC(=O)COC(=O)COc2ccc(Br)cc2)cc1	-10	-1	0.0	8	0	28	-7	0	8
O=C(NC1CCCCC1)C(c1ccc(O)cc1)N(CC1CCCO1)C(=O)C1COc2ccccc2O1 (configuration not stated)	-8	0	0.0	7	-21	39	-5	-5	14
CC(C)c1ccc(/C=N\NC(=O)c2ccc(Cn3cccn3)o2)cc1	11	-7	0.4	14	-11	-31	-14	0	2
NC(=O)NC(c1ccccc1)c1ccccc1F (configuration not stated)	-5	-3	-2.0	8	-3	7	-19	-1	-1
CN(C(=O)c1ccc(S(=O)(=O)c2cccc(Cl)c2)c([N+](=O)[O-])c1)C1CCCCC1	19	5	-1.6	11	6	-22	-13	3	-3
Cc1cc2ncc(-c3ccc(Cl)cc3)c(N)n2n1	4	4	2.3	8	-20	0	3	8	0
Cc1nn(C(C)C(=O)O)c2ccccc12 (configuration not stated)	9	5[fluorescence artefact?]	0.8	6	5	4	4	5	2
COc1cccc(CN2C(=O)Nc3ccccc3C(=O)N2C(C)(C)C)c1	6	-5	2.2	9	-6	-2	-10	-6	2
O=C(c1ccc2ccccc2c1)C1CCCN(C(=O)c2cnccn2)C1 (configuration not stated)	-7	-1	2.4	0	-11	-40	3	-5	x
Oc1ccc(N=Nc2cccc(C(F)(F)F)c2)cc1C=Nc1ccc(N2CCOCC2)cc1	0	-12	0.9	8	-12	16	-22	-8	4
CC(C)(C)c1ccc(Oc2ccc(NC(=O)c3cccs3)cn2)cc1	-8	0	1.2	7	11	-27	-3	3	x
CN(C)S(=O)(=O)c1cc(NC(=O)COC(=O)C2COc3ccccc3O2)ccc1Cl (configuration not stated)	-3	-2	-1.4	3	-13	4	14	-3	7
COc1ccc(CCNC(=O)Cc2cc(OCc3ccccc3)c(OC)cc2[N+](=O)[O-])cc1OC	5	2	-0.6	13	-8	18	0	-1	-2
COC(=O)c1sccc1NC(=O)CCC1CCCC1	-15	-5	-0.1	19	6	12	2	-4	-5
CN(C)c1ccc(C2Nc3ccccc3C(=O)N2CCN2CCNC2=O)cc1 (configuration not stated)	-17	-2	-0.3	7	12	1	3	9	x

Exported with values under each structure: 6 of the compounds above
Screens in order – NPY2 pot ag, eIF4E-4G inh, S1P4 ag, EP2 antag, NPY1 pot ag, EP2 modulator, S1P4 antagonist, p97 inhibitor, NPY-Y1 antag
- CN(C)S(=O)(=O)c1cc(NC(=O)COC(=O)C2COc3ccccc3O2)ccc1Cl (configuration not stated)
  -3, -2, -1.4, 3, -13, 4, 14, -3, 7
- O=C(c1ccc2ccccc2c1)C1CCCN(C(=O)c2cnccn2)C1 (configuration not stated)
  -7, -1, 2.4, 0, -11, -40, 3, -5, x
- COc1cccc(CN2C(=O)Nc3ccccc3C(=O)N2C(C)(C)C)c1
  6, -5, 2.2, 9, -6, -2, -10, -6, 2
- Cc1nn(C(C)C(=O)O)c2ccccc12 (configuration not stated)
  9, 5[fluorescence artefact?], 0.8, 6, 5, 4, 4, 5, 2
- Oc1ccc(N=Nc2cccc(C(F)(F)F)c2)cc1C=Nc1ccc(N2CCOCC2)cc1
  0, -12, 0.9, 8, -12, 16, -22, -8, 4
- COc1ccc(CCNC(=O)Cc2cc(OCc3ccccc3)c(OC)cc2[N+](=O)[O-])cc1OC
  5, 2, -0.6, 13, -8, 18, 0, -1, -2

Continuation:
SMILES	NPY2 pot ag	eIF4E-4G inh	S1P4 ag	EP2 antag	NPY1 pot ag	EP2 modulator	S1P4 antagonist	p97 inhibitor	NPY-Y1 antag
CCN1CC2CCCC3(C1)C(=O)NC1(CCCCC1)N=C23 (configuration not stated)	-7	-7	-0.3	2	16	2	-3	6	-1
COCCCNc1nc2nonc2nc1N(C)CC1CCCN1C (configuration not stated)	0	2	1.0	1	-2	13	0	-6	4
Cc1ccccc1NC(=O)N1C2CCCC1CC(NC(=O)C1CC1)C2 (configuration not stated)	4	7[fluorescence artefact?]	5.6	4	7	14	-10	2	0
COc1ccc(CNC(=O)C2CC(c3ccccc3[N+](=O)[O-])=NO2)cc1 (configuration not stated)	-17	2	-1.0	3	19	-12	-7	4	3
N#CC1=C(N)Oc2n[nH]c(-c3ccc(F)cc3)c2C1c1cccc(OC(=O)N2CCOCC2)c1 (configuration not stated)	5	6	-0.3	16	2	-12	21	3	0
CC(C)(C)C1CCC(OC(=O)C[N+]2(C)CCCCC2)CC1 (configuration not stated)	-3	7	-0.5	14	7	32	8	7	10
COc1ccc(Cl)cc1N1C(=O)[C@@H]2C(c3cccc(OC)c3OC)=NO[C@@H]2C1=O	-23	-3[fluorescence artefact?]	1.3	11	-20	4	-7	2	12
CCCNS(=O)(=O)c1ccc(NC(=O)Cc2cccs2)cc1	1	4	-1.7	13	7	5	-12	-6	-5
C/C(=C\c1ccco1)C1C(C#N)=C(N)Oc2n[nH]c(-c3ccccc3)c21 (configuration not stated)	-6	4	3.4	9	0	-28	-20	5	11
CCOCCCNC(=O)Cc1ccc(F)cc1	-4	-5	-1.3	6	10	23	-32	1	-4
CCCCNC(=O)C1CCN(S(=O)(=O)c2cnc[nH]2)CC1	1	-23	-0.2	18	-12	19	-8	3	6
Cc1cc(C(=O)CN2C(=O)C(=O)N(Cc3ccccc3)C2=O)c(C)n1CC1COc2ccccc2O1 (configuration not stated)	-1	-2	-0.6	4	-4	-31	-15	-3	-1
Cc1ccc(N2C(=O)Nc3cc(Cl)c(Cl)cc3N2O)cc1Cl	-2	3	2.4	4	-7	6	-13	-5	8
CCN1CCN(C(c2cccs2)C(C)NC(=O)C(C)C)CC1 (configuration not stated)	6	-3	-2.1	9	10	6	5	6	-1
COc1ccc(C(=O)c2coc(-c3ccccc3C(=O)O)c2C(=O)O)cc1	-9	0	0.3	6	-1	29	-15	7	-3
Cc1ccc(-c2nn3c(C)nnc3s2)cc1NC(=O)c1ccc(Br)o1	-13	1	-2.5	7	-5	6	-4	-3	4
O=C1C2C3c4ccccc4C(Br)(c4ccccc43)C2C(=O)N1c1ccccc1O (configuration not stated)	21	2	0.4	10	38*	-5	-29	2	-3
C=CCOc1ccc(CNn2nnnc2N)cc1	5	3	0.0	x	-14	14	-17	1	3
CCOC(=O)c1c(/N=C/N(C)C)sc(/C=N/Nc2ccccc2)c1-c1ccc(Cl)cc1	-6	0	0.6	10	-1	-8	-17	-1	1
Cc1ccc(C(C(=O)NC2CCCC2)N(Cc2ccc3c(c2)OCO3)C(=O)Cc2cccs2)cc1 (configuration not stated)	9	3	0.7	-2	-19	60	-11	-2	15
Nc1ccc(S(=O)C(F)(F)F)cc1 (configuration not stated)	-1	-4	0.5	5	-1	0	-5	1	3
C/C(=N\O)C(C)NC(=O)c1ccccc1 (configuration not stated)	1	2	1.3	8	15	-20	-20	0	3
O=C(O)C1CCC(CNCc2ccccc2Cl)CC1 (configuration not stated)	14	4	1.0	7	-21	21	-3	1	3
COc1cc(/C=C2\SC(=S)N(c3cccnc3)C2=O)ccc1O	-7	-6	-0.1	6	11	-25	2	5	x
O=C(c1noc2c1CCCC2)N1CCc2c([nH]c3ccccc23)C1c1ccccn1 (configuration not stated)	10	0	-0.1	7	10	-35	-9	5	-4

Source: PubChem BioAssay
